KB-3-1 tox: qHTS assay for MDR1-selective chemotherapeutics: Primary screen using the parental adenocarcinoma cell KB-3-1; hit rate 1.4% among 400,000; KB-3-1 viability, CellTiter-Glo ATP luminescence, 72 h; Potency, µM (top dose mostly 46.1 µM), without a hit: at the top dose activity change, negative = cytotoxic, hits mostly cytotoxic; note: potency is the fitted concentration of half-maximal effect; % is set by controls: 0 for no effect and ±100 for the full control effect; nearly all actives have a fitted effect of over 60% in size
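Parental KB-3-1 adenocarcinoma cells in phenol-red-free DMEM with 10% FBS were pin-treated with compounds at several concentrations, incubated 72 h at 37 °C, and viability read by CellTiter-Glo luminescence; concentration-effect curves were fitted after normalization.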
HT1080 IDH1KD tx: qHTS for induction of synthetic lethality in tumor cells producing 2HG: qHTS for the HT-1080-IDH1KD cell line | HT-1080 IDH1 knockdown viability, ATP luminescence, 48 h | Potency, µM (top dose mostly 46.1 µM), for inactives: top-dose activity, negative = toxicity, most hits filed as cytotoxic | hit rate 2% among 360,000 | AID 686971, 2013;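 note: potency is the fitted concentration of half-maximal effect; 0% = DMSO wells and -100% = cell-free medium wells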
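After a 2 h attachment period, IDH1KD HT-1080 cells took pin-transferred compound for 48 h at 37 °C; ATP-based luminescence after 10 min room-temperature reagent incubation reported viability.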
HT1080-NT tox: qHTS for induction of synthetic lethality in tumor cells producing 2HG: qHTS for the HT-1080-NT fibrosarcoma cell line. hit rate 1.6% among 360,000. HT-1080-NT fibrosarcoma viability, CellTiter-Glo ATP luminescence, 48 h. Potency, µM (doses to about 46.1 µM), inactives show at the top dose activity, negative = less viability, usual class: cytotoxic. AID 686970, 2013;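 note: NT is the 2HG producing partner of a matched IDH1 knockdown line; potency is the fitted concentration of half-maximal effect; 0% = DMSO-treated cells and -100% = media-only wells without cells; nearly all actives have a fitted effect of over 55% in size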
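HT-1080-NT fibrosarcoma cells (2HG-overproducing), 750 cells/well in RPMI with 5% FBS, dosed after 2 h and incubated 48 h at 37C. CellTiter-Glo luminescence normalized to DMSO and no-cell wells; concentration-response curves fitted and classed.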
MCF10A rereplic: A quantitative high throughput screen for small molecules that induce DNA re-replication in MCF 10a normal breast cells; MCF 10A DNA re-replication, Hoechst nuclear intensity, 48 h; Potency, µM (doses to about 46.1 µM), inactives show top-dose activity, positive = re-replication, hits mostly activators; hit rate 2.9% among 350,000; AID 624296, 2012; note: potency is the fitted concentration of half-maximal effect; % of control where 0% means no effect; nearly all actives have a fitted effect of over 50% in size
KB-V1 cytotox: qHTS assay for MDR1-selective chemotherapeutics: Primary screen using the drug-selected MDR subline cells KB-V1 | KB-V1 MDR cells viability, CellTiter-Glo, 72 h | Potency, µM (top dose mostly 46.1 µM), for inactives: at the top dose activity change, negative = cytotoxicity, usual class: cytotoxic | hit rate 3.4% among 400,000 | AID 1347076, 2019; note: potency is the fitted concentration of half-maximal effect; % is set by controls: 0 for no effect and ±100 for the full control effect; nearly all actives have a fitted effect of over 60% in size
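Cytotoxicity via CellTiter-Glo luminescence after 72 h compound exposure at 37 degrees C. Cells: drug-selected KB-V1 line, DMEM phenol-red free plus 10% FBS. Compounds tested at multiple concentrations; normalized data fitted to concentration-effect curves.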
IL-1B inflam inh: qHTS for Inhibitors of Inflammasome Signaling: IL-1-beta AlphaLISA Primary Screen; THP-1 LPS/ATP IL-1B secretion, AlphaLISA, 16 h; active compounds read low; activity change, % at 57.5 µM; hit rate 4.7% among 360,000; in the data active = activity change below about -50%; inconclusive = mostly about -30% to -49%; note: % is set by controls: 0 for no effect and ±100 for the full control effect
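THP-1 cells pretreated 1 hr with compounds (up to 57.5 uM final), then stimulated with LPS (250 ng/mL final) plus ATP (1.25 mM final); secreted IL-1B measured by AlphaLISA after 16 hr, decreased signal indicating inhibition.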
ATXN2 expr inh: Primary qHTS for Inhibitors of ATXN expression; HEK-293 ATXN2-luciferase reporter, luminescence, 24 h; Potency, µM (highest dose often 57 µM), inactives show at the highest dose activity change, negative = inhibition, actives largely listed as inhibitors; hit rate 0.72% among 360,000; AID 1745845, 2022; note: potency is the fitted concentration of half-maximal effect; % is set by controls: 0 for no effect and ±100 for the full control effect; nearly all actives have a fitted effect of over 55% in size
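ATXN2-luciferase reporter cells (luciferase flanked by upstream and downstream ATXN2 gene portions) were treated 24 h at 37 °C with compounds at up to 57 uM. SteadyGlo luminescence gave expression; GF-AFC fluorescence gave viability.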
SW480 rereplic: A quantitative high throughput screen for small molecules that induce DNA re-replication in SW480 colon adenocarcinoma cells | SW480 DNA re-replication, Hoechst DNA content imaging, 48 h | Potency, µM (series often up to 46.1 µM), inactives show at the top dose re-replication activation, usual class: activators | hit rate 1.8% among 340,000 | AID 624297, 2012; note: potency is the fitted concentration of half-maximal effect; % of control where 0% means no effect; nearly all actives have a fitted effect of over 55% in size
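First, 250 cells per well were seeded. Next, compound or vehicle (23 nL) was pinned in, plates sat 48 hr at 37 C. Finally Hoechst was added for 40 min before fluorescence scanning.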
WRN helicase inh: qHTS for Inhibitors of WRN Helicase; Bifunctional 3'-5' exonuclease/ATP-dependent helicase WRN (Homo sapiens), Q14191; WRN helicase unwinding, fluorescent forked duplex, kinetic; Potency, µM (titrated, usually from 114 µM), without a hit: at the top dose activity change, negative = inhibition, most hits filed as inhibitors; hit rate 0.46% among 360,000; AID 651768, 2012; note: potency is the fitted concentration of half-maximal effect; % is set by controls: 0 for no effect and ±100 for the full control effect; nearly all actives have a fitted effect of over 55% in size
Target sequence (Q14191 whole entry, looked up): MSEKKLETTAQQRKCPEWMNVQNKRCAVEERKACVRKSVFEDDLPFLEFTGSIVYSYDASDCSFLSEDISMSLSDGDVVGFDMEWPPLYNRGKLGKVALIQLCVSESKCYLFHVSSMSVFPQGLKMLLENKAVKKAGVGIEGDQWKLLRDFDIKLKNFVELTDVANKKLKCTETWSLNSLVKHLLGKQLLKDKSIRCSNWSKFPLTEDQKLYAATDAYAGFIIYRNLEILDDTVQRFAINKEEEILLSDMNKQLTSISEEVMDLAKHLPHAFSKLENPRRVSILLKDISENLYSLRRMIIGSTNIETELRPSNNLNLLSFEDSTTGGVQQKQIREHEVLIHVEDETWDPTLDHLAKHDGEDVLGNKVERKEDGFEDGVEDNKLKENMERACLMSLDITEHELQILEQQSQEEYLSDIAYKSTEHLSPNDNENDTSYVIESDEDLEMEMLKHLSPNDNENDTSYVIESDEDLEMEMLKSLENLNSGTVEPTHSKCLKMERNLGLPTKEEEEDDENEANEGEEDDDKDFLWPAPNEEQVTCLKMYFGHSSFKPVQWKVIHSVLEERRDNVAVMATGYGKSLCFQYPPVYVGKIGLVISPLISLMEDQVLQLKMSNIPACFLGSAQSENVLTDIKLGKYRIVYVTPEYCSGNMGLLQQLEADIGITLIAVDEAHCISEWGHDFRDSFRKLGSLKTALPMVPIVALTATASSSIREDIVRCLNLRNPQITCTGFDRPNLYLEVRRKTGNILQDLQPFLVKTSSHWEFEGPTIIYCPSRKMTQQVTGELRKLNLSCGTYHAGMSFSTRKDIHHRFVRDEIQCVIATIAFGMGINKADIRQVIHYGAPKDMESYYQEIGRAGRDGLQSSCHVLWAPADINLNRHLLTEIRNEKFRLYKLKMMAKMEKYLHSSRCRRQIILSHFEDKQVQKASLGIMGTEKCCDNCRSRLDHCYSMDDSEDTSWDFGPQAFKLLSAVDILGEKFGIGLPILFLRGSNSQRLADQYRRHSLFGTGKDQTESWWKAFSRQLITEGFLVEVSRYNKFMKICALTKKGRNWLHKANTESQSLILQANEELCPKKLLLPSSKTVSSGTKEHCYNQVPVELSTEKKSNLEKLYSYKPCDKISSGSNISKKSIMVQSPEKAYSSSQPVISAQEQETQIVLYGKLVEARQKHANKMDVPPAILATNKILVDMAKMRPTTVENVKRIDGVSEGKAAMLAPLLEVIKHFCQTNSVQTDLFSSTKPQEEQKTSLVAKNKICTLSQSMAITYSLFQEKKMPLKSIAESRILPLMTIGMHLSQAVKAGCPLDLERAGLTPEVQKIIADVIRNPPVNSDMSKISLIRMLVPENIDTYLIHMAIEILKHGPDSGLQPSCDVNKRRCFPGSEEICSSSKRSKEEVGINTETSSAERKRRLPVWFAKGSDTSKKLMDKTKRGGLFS
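Screening of the MLSMR collection measured strand separation of a quenched forked DNA duplex (100 nM) by 20 nM WRN with 2 mM ATP, all final. Compounds were preincubated with enzyme 15 min at room temperature.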
Active calls of the source: *; ? = inconclusive; / = no result given; [ ] = another dose, or the depositor's remark. Unless noted, calls come from the whole dose curve; as a rule, active = well fitted curve in the direction sought with a large enough effect; inconclusive = small, poorly fitted or top-dose-only effect, or another doubt; inactive = no such curve, though single readings can be large; an effect the other way counts as inactive or inconclusive.

SMILES,MCF10A rereplic,WRN helicase inh,KB-3-1 tox,SW480 rereplic,HT1080-NT tox,ATXN2 expr inh,KB-V1 cytotox,HT1080 IDH1KD tx,IL-1B inflam inh
Cc1cc(NC(=O)COC(=O)c2ccccc2S(=O)(=O)N(C)c2ccccc2)no1,16%,-6%,5%,9%,-24%,-29%,?,?,36
Cc1nc2nc3c(cn2n1)C(=O)CCC3,3%,-1%,0%,-6%,1%,-5%,-2%,3%,0
C=CCn1c(-c2cccs2)nc2nc3ccccc3nc21,-2%,-10%,-13%,-3%,-17%,35%,?,-18%,-6
CCn1c2ccc(C)cc2c2nnc(SCCN3CCOCC3)nc21,8%,-13%,?,-2%,-17%,-14%,?,?,-64*
CCCCC(=O)NC(NC(=O)CCCC)c1ccc(OCCC)c(OC)c1,4%,0%,-11%,-1%,-3%,2%,-11%,2%,13
COc1ccccc1N1CCN(C(=O)c2oc3cc(C)c(C)cc3c2C)CC1,?,-9%,4%,0%,-11%,1%,-18%,3%[9.24 µM],9
Cc1cc2cc(C)c3nnc(SCc4ccccn4)n3c2cc1C,-3%,-5%,5%,-5%,9%,?,-6%,15%,-6
COC(=O)c1nc(N)sc1-c1ccc(Cl)c(Cl)c1,0%,-11%,?,-11%,24%,/,?,3%,?
Nc1ccc(Oc2ccc(N)c([N+](=O)[O-])c2)cc1[N+](=O)[O-],/,-4%,5%,/,-5%,/,-2%,6%,-26
CC(C)C[C@H](NC(=O)NC(C)C)C(=O)O,-5%,2%,5%,-17%,9%,-5%,3%,5%,21
CCOc1ccc(NC(=O)C2CC(=O)N(c3cc(C)cc(C)c3)C2)cc1 (stereo unspecified),3%,1%,14%,-5%,0%,5%,-8%,9%,13
Cc1ccc(C)c(N2CCN(C(=O)CCCCCn3c(=S)[nH]c4ccc(N5CCOCC5)cc4c3=O)CC2)c1,?,-5%,?,?,0%,2.8µM*,-25%,-10%,?
CCOC(=O)c1cc2c(ccn2C)n1CC(=O)N1CCN(c2ccc(F)cc2)CC1,-15%,0%,3%,-4%,4%,-14%,2%,-1%,-2
Cn1cncc1C#Cc1ccc2cc(C3(O)CCCCC3)oc(=O)c2c1,-1%,-27%,-2%,-3%,22%,7%,2%,16%,28
CN(CC(=O)Nc1ccc(F)cc1)C(=O)CSc1nccn1C,-1%,0%,14%,41%,11%,5%,0%,17%,13
COc1cccc(OC)c1C(=O)Nc1ccc2c(c1)n(C)c(=O)n2C,18%,-4%,1%,-2%,1%,-9%,2%,11%,0
Cc1ccc(C(=O)N2CCCC(c3ccc(Cl)cc3)=N2)cc1,18µM*,-5%,9%,?,?,-20%,6%,?,-54*
CC(C)(CN1CCN(Cc2ccccc2)CC1)NS(=O)(=O)c1ccccc1,16%,-9%,9%,1%,-13%,-18%,?,-6%,-10
O=C(NCCN1CCCC1)c1ccc2c(=O)n(CCc3ccccc3)c(=O)[nH]c2c1,-1%,2%,0%,0%,0%,4%,2%,-29%,51
CCOC(=O)N(C)c1c(CC)nc2c(OCc3ccc(F)c(F)c3)cccn12,/,12%[57.1 µM],-7%,/,2%,-30%,?,-1%,-7
CC(=O)Nc1ccc(S(=O)(=O)Nc2nccc(/C=C/c3ccc(Cl)cc3)n2)cc1,?,-12%,0%,1%,-1%,1%,0%,6%,-19
CCOc1cc2c(C#N)c(N3CCCCC3)nc(N)c2c(N)n1,?,-23%,-2%,-7%,-25%,84%[activator],0%,-19%,0
CCOC(=O)Nc1cc(Br)c2c(c1)OCCO2,-4%,0%,0%,8%,0%,3%,22%,-10%,-2
Brc1ccccc1-c1nnc2sc(Cc3ccccc3)nn12,-5%,-3%,-1%,1%,3%,5%,?,-15%,-56*
COc1cc(S(=O)(=O)NCCCN2CCOCC2)ccc1Cl,5%,-10%,-9%,10%,4%,-22%,-16%,-22%,-28
COc1ccccc1OCCn1c(C)c(C=O)c2ccccc21,-4%,0%,0%,-5%,-13%,/,-28%,-6%,10
CN(C)c1ccc(/C=N/NC(=O)CSc2ccccn2)cc1,0%,0%,10%,-62%[inhibitor],12%,36%,13%,13%,-13
Cc1oc(-c2cccc(Cl)c2)nc1CS(=O)(=O)CC(=O)NC1CC1,?,-2%,-14%,17%,-1%,-5%,9%,-6%,-1
COc1ccc(NC(=O)N2CCCC2C(=O)Nc2ccccc2F)cc1 (stereo unspecified),21%,-14%,5%,-2%,16%,-1%,12%,11%,-1
CC1=C(C(=O)N2CCOCC2)CC(CC(=O)NCc2cccs2)C(=O)N1CCC1=CCCCC1 (stereo unspecified),/,-3%,-4%,/,-4%,-14%,?,1%,-14
Cc1ccc2c(Cl)cc(Cl)c(OCC(=O)Nc3cc(S(=O)(=O)N(C)C)ccc3C)c2n1,?,-2%,0%,17%,-13%,?,0%,-23%,?
N#Cc1ccccc1S(=O)(=O)N1CCN(C(=O)C2CCCC2)CC1,-2%,5%,-26%,4%,7%,-21%,-15%,1%,32
CCOC(=O)N1CCN(C(=O)c2ccc(NS(=O)(=O)c3ccc(C)cc3)cc2)CC1,0%,-31%,7%,-3%,-6%,-12%,27%,-1%,0
CCOCc1c(C(=O)NCC(c2ccco2)N2CCCC2)oc2ccccc12 (stereo unspecified),23%,3%,2%,-14%,-8%,-7%,0%,1%,14
O=C(Nc1cccc2cccnc12)c1ccc(Br)cc1Br,-8%,-12%,5%,2%,-3%,-4%,7%,0%,10
CN(C)c1ccc(C2CC(=O)OC3=C2C(=O)CC(C)(C)C3)cc1 (stereo unspecified),-9%,?,1%,-10%,-3%,-10%,-5%,15%,-22
CCN(CC)CCN(C(=O)c1ccc(C(=O)c2ccccc2)cc1)c1nc2c(OC)cccc2s1,0%,3%,-9%,-10%,-18%,-16%,2%,-13%,-66*
Cc1ccc(S(=O)(=O)N2CCCN(C)c3nc4ccccc4nc32)cc1,23µM*,?,-21%,?,-10%,-17%,16µM*,-19%,-2
Cc1ccc(-n2nc(C)c(NC(=O)CCl)c2C)cc1,?,2%,?,?,?,-36%,?,?,-89*
CS(=O)(=O)Nc1ccc(S(=O)(=O)N2CCCCCC2)cc1,3%,13%,0%,-12%,19%,4%,13%,10%,15
Cc1oc(=O)c(NC(=O)c2ccccc2)cc1C(N)=O,-4%,8%[57.1 µM],20%,-3%,-18%,-6%,4%,-4%,19
CC1(C)OC2CCN3C(C(O)COS3(=O)=O)C2O1 (stereo unspecified),5%,4%,-1%,1%,17%,6%,11%,13%,15
O=C1C=C(c2c(O)ccc3ccccc23)c2ccccc2C1=O,17%,20µM*,?,18µM*,7.3µM*,16µM*,-14%,?,-117*
Fc1cc(F)c(C2SCCN2C(=S)Nc2cccc(C(F)(F)F)c2)c(F)c1 (stereo unspecified),?,-6%,-5%,11%,-30%,-27%,?,-28%,24
CCCn1nnc(NC(=O)c2ccco2)n1,?,-8%[57.1 µM],3%,?,0%,15%,12%,-1%[9.24 µM],11
COc1ccc(N2CCN(C(=O)NCc3ccc(OC)c(Cl)c3)CC2)cc1,-6%,-6%,4%,-4%,-18%,/,-5%,-10%,15
Cc1ccc(-n2c(C(C)C)nc3oc4ccccc4c(=O)c3c2=O)cc1,0%,0%,3%,-22%,-13%,60%[activator],1%,-11%,4
CCC(C)[C@H](NC(=O)[C@@H]1Cc2c([nH]c3ccccc23)C2c3ccccc3C(=O)N21)C(=O)N1CCC[C@@H]1C(=O)O (stereo partly specified),4%,-2%,0%,-33%[inhibitor],-2%,3%,0%,-3%,30
O=C1OC(=O)c2c(Br)c(Br)c(Br)c(Br)c21,23%,-4%,0%,-24%,19%,-9%,5%,16%,25

An excerpt from above in order of their number in IL-1B inflam inh, ascending:
SMILES	WRN helicase inh	IL-1B inflam inh
Cc1oc(=O)c(NC(=O)c2ccccc2)cc1C(N)=O	8%[57.1 µM]	19
Fc1cc(F)c(C2SCCN2C(=S)Nc2cccc(C(F)(F)F)c2)c(F)c1 (stereo unspecified)	-6%	24
CCC(C)[C@H](NC(=O)[C@@H]1Cc2c([nH]c3ccccc23)C2c3ccccc3C(=O)N21)C(=O)N1CCC[C@@H]1C(=O)O (stereo partly specified)	-2%	30
